# RGS12 GoLoco inh: blocks human Gai1 binding to RGS12 GoLoco peptide, red readout; P63096; Gai1:RGS12 GoLoco peptide FP, rhodamine, 10 min; Potency, µM (doses to about 61.6 µM), for inactives: top-dose activity, negative = inhibition, most hits filed as inhibitors; actives 0.44% (n = 230,000); AID 880; active = well fitted inhibition curve with a large enough effect, not every such curve was filed as active; inactive = no such curve, though single readings can be large or run the other way; also: % is scaled to controls: 0 for no effect and ±100 for the full control effect; nearly all actives have a fitted effect of over 30% in size; many of its hits are not listed in these tables
# Target sequence (P63096 whole entry, looked up): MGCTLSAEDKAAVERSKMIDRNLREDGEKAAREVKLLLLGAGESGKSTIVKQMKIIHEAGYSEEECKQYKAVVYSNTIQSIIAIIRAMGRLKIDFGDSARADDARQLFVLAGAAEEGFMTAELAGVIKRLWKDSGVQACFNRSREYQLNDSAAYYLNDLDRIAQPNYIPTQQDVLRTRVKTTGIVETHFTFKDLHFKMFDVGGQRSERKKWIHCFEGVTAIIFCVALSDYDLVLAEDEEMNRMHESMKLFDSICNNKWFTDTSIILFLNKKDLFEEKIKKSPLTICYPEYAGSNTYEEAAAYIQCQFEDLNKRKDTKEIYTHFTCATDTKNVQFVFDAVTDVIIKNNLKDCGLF
# KDM4E inh: blocks human JMJD2E demethylase activity. Potency, µM (highest dose often 57.1 µM), inactives show at the top dose activity change, negative = inhibition, most hits filed as inhibitors. actives 1.6% (n = 230,000). B2RXH2. JMJD2E catalytic domain, FDH-coupled NADH fluorescence (FDH is formaldehyde dehydrogenase). AID 2147; active = well fitted inhibition curve with a large enough effect, not every such curve was filed as active; inconclusive = small, poorly fitted or top-dose-only effect, or another doubt; inactive = no such curve, though single readings can be large or run the other way;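 also: 0% = wells with enzyme and -100% = buffer wells without enzyme; nearly all actives have a fitted effect of over 50% in size; many of its hits are not listed in these tables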
# Target sequence (B2RXH2 1-337 limits assumed): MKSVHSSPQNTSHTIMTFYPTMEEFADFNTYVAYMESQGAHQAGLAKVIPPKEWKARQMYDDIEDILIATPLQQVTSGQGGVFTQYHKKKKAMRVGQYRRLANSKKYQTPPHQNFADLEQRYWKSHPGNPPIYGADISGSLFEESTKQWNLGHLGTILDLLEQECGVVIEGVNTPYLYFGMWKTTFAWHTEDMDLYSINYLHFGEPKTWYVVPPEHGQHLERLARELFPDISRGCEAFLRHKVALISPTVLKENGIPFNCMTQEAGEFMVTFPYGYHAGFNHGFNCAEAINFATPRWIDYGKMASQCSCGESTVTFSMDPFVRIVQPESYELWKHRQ
# NPSR antagonist: neuropeptide S receptor (human) antagonism, cAMP; Q6W5P4; CHO-NPSR cells, cAMP TR-FRET, antagonist mode; Potency, µM (highest dose often 38.3 µM), without a hit: top-dose activity change, negative = inhibition, most hits filed as inhibitors; actives 1% (n = 220,000); AID 1461; also: % is scaled to controls: 0 for no effect and ±100 for the full control effect; nearly all actives have a fitted effect of over 50% in size; many of its hits are not listed in these tables
# Target sequence (Q6W5P4 whole entry, looked up): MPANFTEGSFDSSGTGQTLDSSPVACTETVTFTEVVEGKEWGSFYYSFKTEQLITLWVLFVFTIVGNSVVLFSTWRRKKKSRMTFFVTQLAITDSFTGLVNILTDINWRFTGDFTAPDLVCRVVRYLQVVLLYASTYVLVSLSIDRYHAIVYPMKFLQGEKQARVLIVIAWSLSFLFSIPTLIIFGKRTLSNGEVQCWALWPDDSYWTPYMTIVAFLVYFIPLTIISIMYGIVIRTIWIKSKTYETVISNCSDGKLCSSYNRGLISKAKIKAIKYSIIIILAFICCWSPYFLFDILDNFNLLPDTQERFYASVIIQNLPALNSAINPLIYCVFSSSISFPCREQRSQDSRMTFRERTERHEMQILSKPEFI
# RECQ1 helicase: RECQ1 (human) helicase inhibition. P46063. RECQ1 DNA unwinding, red fluorescence kinetic read. Potency, µM (highest dose often 57.3 µM), without a hit: top-dose activity, negative = inhibition, actives largely listed as inhibitors. actives 0.54% (n = 240,000);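 also: plate controls were vehicle for no effect and no enzyme for full effect; nearly all actives have a fitted effect of over 30% in size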
#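 50 nM RECQ1T1 preincubated 15 min with compound in Tris pH 8.0 buffer with MgCl2, DTT, Tween-20 and 2.5 ug/ml poly(dI-dC); started with 200 nM TAMRA/BHQ-2 forked duplex and 2 mM ATP. Unwinding read as fluorescence (525/598 nm), two reads 2 h apart.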
# Epigenetic derep: regulators of epigenetic silencing causing reporter derepression in mouse cells; murine LDR cells, GFP reporter derepression, 30 h; Potency, µM (doses to about 53.9 µM), inactives show at the top dose GFP activation, usual class: activators; actives 0.2% (n = 280,000); AID 1865; also: % of control where 0% means no effect; nearly all actives have a fitted effect of over 60% in size
#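 Reporter derepression read as number of fluorescent GFP-positive objects, 20-120 um in size, counted by laser-scanning cytometer. Mouse LDR line with an epigenetically silenced CMV-GFP locus; compound incubation 30 h, 37 C.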
# SMN2 splice enh: enhancers of SMN2 splice variant expression; HEK293 SMN2-luciferase splicing reporter, luminescence, 30-36 h; Potency, µM (highest dose often 46.1 µM), for inactives: top-dose activity change, positive = activation, most hits filed as activators; actives 2.8% (n = 210,000); also: % of control where 0% means no effect; nearly all actives have a fitted effect of over 55% in size
#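 HEK293 cells carry an SMN2 minigene-luciferase reporter in which exon 7 inclusion puts luciferase in frame. Cells were seeded at 2000 cells/well, attached for 10-12 hours, then exposed to compounds for 30-36 hours at 37C before ONE-Glo luminescence.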
# IMPase Li cell: IMPase inhibition in cells with lithium potentiation | AID 1457 | Potency, µM (highest dose often 59.4 µM), for the others: at the highest dose activity, negative = IMPase inhibition, usual class: inhibitors | actives 0.35% (n = 210,000) | CHO-M1 cells, IP1 TR-FRET (IP-One), carbachol + lithium;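 also: IP1 builds up when IMPase is blocked and the TR-FRET signal falls; plate controls were basal vehicle for no effect and high inhibitor control for full effect; nearly all actives have a fitted effect of over 50% in size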
#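 Steps: plate 2000 CHO-M1 cells per well and culture 16–30 h; add compound and lithium; incubate 30 min, 37C; add d2-IP1 tracer and Eu cryptate anti-IP1 antibody in lysis buffer; read after 10 min at room temperature.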
# KinaseGlo FLuc: counter-screen: inhibitors of Kinase-Glo firefly luciferase. Kinase-Glo luciferase, ATP luminescence, 8 min. actives 0.28% (n = 200,000). Potency, µM (top dose mostly 38.3 µM), for the others: top-dose activity change, negative = inhibition, actives largely listed as inhibitors. Q27757. AID 1379; also: % is scaled to controls: 0 for no effect and ±100 for the full control effect; nearly all actives have a fitted effect of over 60% in size
#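 Compounds were added to a substrate mix at pH 7.2 (50 mM imidazole, 10 uM ATP, within the enzyme's linear range), followed by Kinase-Glo detection reagent; luminescence was measured after 8 minutes at ambient temperature.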
# * marks the source's active call; other numbers are inactive results; i = inactive; ? = inconclusive; nt = not tested or not shown; & = joins results of further samples; [ ] = remark or other dose. Unless noted, calls follow the shape of the dose curve; as a rule, active = well fitted curve in the direction sought with a large enough effect; inconclusive = small, poorly fitted or top-dose-only effect, or another doubt; inactive = no such curve, though single readings can be large; an effect the other way counts as inactive or inconclusive. Potency is read from the fitted curve at half-maximal effect. This is a subset; rates above refer to the full screens.
SMILES,RGS12 GoLoco inh,KDM4E inh,NPSR antagonist,RECQ1 helicase,Epigenetic derep,SMN2 splice enh,IMPase Li cell,KinaseGlo FLuc
CCOc1ccc(C(C)(C)C)cc1S(=O)(=O)N1CC(C)OC(C)C1 (stereo unspecified),9.7%,1.7%,-16.9%[46.1 µM],-2.3%,0.0%,19.0%,23.4%[38.3 µM],0.2%
Oc1ccc2ccccc2c1/C=N/Nc1nnc(-c2ncc[nH]2)c2ccccc12,1.9%,-23.1%,-21.6%[46.1 µM],-7.2%,?,-115.6%[inhibitor],39.0%[activator][38.3 µM],-5.8%
Cc1ccccc1-c1oc(C)c(C)[n+]1[O-],-15.9%,-0.7%,17.2%,i,-4.8%,-6.0%,0.3%,1.3%
CCCCNC(=O)COC(=O)c1ccc(F)cc1Cl,-2.0%,0.5%,11.6%,-4.5%,-0.2%,2.4%,-8.3%,-0.7%
Cc1cc2nc(Sc3c([N+](=O)[O-])nc(C)n3Cc3ccccc3)[nH]c2cc1C,-5.1%,0.8%,-57.0%,-1.8%,3.1%,-65.3%[inhibitor],7.6%,0.4%
COc1ccc(N2C(=O)C(Cl)=C(N(CCO)Cc3ccccc3)C2=O)cc1,2.4%,5.2%,-14.1%[46.1 µM],-10.1%,2.3%,-8.3%,-8.1%[38.3 µM],7.1%
CCCn1c(=O)c2c(ncn2C)n(CCC)c1=O,18.3%&7.7%,12.2%,-4.9%[46.1 µM],-10.5%,-0.1%&1.9%,-9.3%&-7.5%,2.9%&-7.4%,-1.5%
COc1ccc(S(=O)(=O)NC2CC2)cc1-n1cnnn1,9.3%,-7.3%,-8.6%,-3.9%,3.2%,nt,2.3%,-0.1%
Cc1cccc(N2CCN(Cc3nc(-c4ccccc4Cl)oc3C)CC2)n1,-2.8%,-15.6%,40.1%,i,-0.2%,nt,-0.3%,nt
COc1cc(SC)ccc1C(=O)Nc1ccc(S(=O)(=O)N2CCCC2)cc1,0.1%,?,?,-3.6%,9.7%,-20.0%,?,-4.5%
CC(C)OCCCNC(=O)c1ccc(NS(C)(=O)=O)cc1,1.7%,2.3%,-7.5%[46.1 µM],i,-1.0%,nt,19.5%[38.3 µM],-1.0%
CCCc1[nH]c(=O)c(C#N)c2c1COC(C)(C)C2,-6.1%,?,-4.7%[46.1 µM],-5.6%,1.0%,-5.7%,3.1%[38.3 µM],-2.7%
COc1cccc(N(CC(=O)N2CCN(c3ccccc3OC)CC2)S(C)(=O)=O)c1,1.3%,4.5%,-5.2%[46.1 µM],i,-0.7%,-8.7%,19.9%[38.3 µM],-1.2%
O=C(O)/C=C/c1ccc(-n2ccnc2)cc1,8.1%,-8.2%,-28.7%,1.7%,0.7%,nt,nt,nt
CCCOC1CCCN(Cc2nc(-c3ccc(C(=O)OC)cc3)no2)C1 (stereo unspecified),-5.6%,5.7%,-12.4%,-2.0%,0.0%,nt,nt,nt
O=C(C(Cc1ccccc1)N1C(=O)C2C3CCC(C3)C2C1=O)N1CCCCC1 (stereo unspecified),5.1%,3.8%,5.6%[46.1 µM],1.4%,-1.1%,4.7%,-0.2%[38.3 µM],-1.4%
C=CCNC(=O)C(=O)NCCCN1CCOCC1,25.2%,0.1%,14.4%,i,-0.1%,1.2%,5.1%,0.2%
Cc1ccc(NC(NC(=O)c2cccnc2)C(Cl)(Cl)Cl)cc1 (stereo unspecified),1.4%,4.5%,17.7%,-1.9%,1.0%,-4.5%,1.9%,6.0%
Cc1ccc(C(=O)N(CCCN(C)C)c2nc3ccc(Cl)cc3s2)cc1C,-0.2%,1.3%,-46.0%,-14.7%,-3.2%,-23.9%,16.6%,-2.5%
CCOC(=O)Cc1c(C)c2c(C)nn(-c3ccccc3)c2oc1=O,6.1%,?,-14.1%[46.1 µM],-15.2%,0.0%,-6.0%,17.8%[38.3 µM],3.2%
COc1ccnc(N2CCN(c3ccc(Cl)cc3)CC2)c1C#N,6.8%,?,-16.2%[46.1 µM],i,1.0%,-12.2%,21.3%[38.3 µM],-5.2%
Cn1c(=O)cc(OCCCC(=O)N2CCN(c3ccccn3)CC2)c2ccccc21,8.3%,0.0%,1.1%[46.1 µM],i,0.0%,?,25.1%[38.3 µM],1.5%
CSc1ccc(S(=O)(=O)Nc2ccc3c4c(cccc24)CC3)cc1,4.4%,4.3%,-20.6%[46.1 µM],i,-1.1%,-18.6%,11.4%[38.3 µM],-1.9%
O=C1C=C(Nc2ccc(O)cc2)CC(c2ccco2)C1 (stereo unspecified),-16.7%,-1.4%,8.6%[46.1 µM],6.1%,-1.5%,-7.1%,17.3%,-0.3%
Cc1cc([N+](=O)[O-])ccc1-c1ccc(C2Nc3ccccc3C(=O)N2O)o1 (stereo unspecified),9.3%,28.2µM*,?,-3.5%,-1.7%,-50.4%[inhibitor],-5.8%[38.3 µM],1.0%
O=c1cc(CSc2nnc(Nc3ccccc3)s2)nc2sccn12,8.8%,4.9%,-2.9%[46.1 µM],i,0.6%,?,20.8%[38.3 µM],-3.7%
N#Cc1c(-c2ccc(F)cc2)nc2n(c1=O)CCS2,5.8%,1.8%,5.6%[46.1 µM],-7.6%,0.1%,-12.7%,29.9%[38.3 µM],-2.5%
COc1ccccc1C(=O)N/C(=C/c1ccccc1)C(=O)Nc1ccc(C(=O)O)cc1,7.6%,-1.3%,-3.0%,i,2.3%,2.1%,0.0%,-3.4%
COc1ccc(-n2c(C)cc(C(=O)COc3ccc(C)nc3[N+](=O)[O-])c2C)cc1,7.9%,1.9%,-13.1%,-7.5%,-0.1%,-61.7%[inhibitor],13.5%,-1.3%
Cc1cc(NC(=O)c2ccccc2Cl)c(C(C)C)cc1O,5.2%,-6.4%,-11.9%[46.1 µM],-3.6%,0.0%,-3.2%,6.5%[38.3 µM],-3.9%
O=S(=O)(Nc1n[nH]c(C(F)(F)F)n1)c1ccccc1,-2.1%,-3.7%,4.0%,-3.8%,0.1%,nt,nt,nt
Fc1ccccc1C1c2[nH]c3ccccc3c2CCN1Cc1cccn1-c1ncccn1 (stereo unspecified),-8.8%,-26.2%,?,?,-0.1%,nt,5.2%,nt
O=C(N/N=C1/CCSC1)c1cc(Br)ccc1O,15.4%,?,-6.9%,-7.7%,1.1%,-5.2%,1.1%,-2.9%
Nc1nc2ccc(C(=O)NC3CCCCC3)cc2s1,-1.6%,0.7%,-7.5%[46.1 µM],i,1.0%,7.3%,-2.8%[38.3 µM],12.7%
O=C(C1CCCN(S(=O)(=O)c2cnc[nH]2)C1)N1CCN(Cc2ccccc2)CC1 (stereo unspecified),-0.4%,7.2%,-6.1%[46.1 µM],-3.3%,1.8%,6.4%,8.4%[38.3 µM],0.2%
CC1(C)Oc2cc(N)c([N+](=O)[O-])cc2O1,-2.6%,0.4%,-11.0%[46.1 µM],-5.1%,-1.1%,2.3%,9.6%[38.3 µM],-4.8%
CC(C)S(=O)(=O)c1ccc(C(=O)Nc2ccc(F)cc2F)cn1,-0.2%,5.6%,17.8%,i,1.3%,15.2%,9.4%,0.2%
Cc1cc(C)c2nc(-c3ccccn3)cc(C(=O)n3cccn3)c2c1,20.2%,11.2%,-22.7%,i,0.0%,1.0%,13.1%,0.6%
C=CCNC(=S)NNC(=O)c1ccc(C)c(Cl)c1,-22.1%,-3.1%,-4.7%,6.5%,-3.0%[10.1 µM],-2.3%,-5.4%,-1.9%
O=C(c1ccc(=O)[nH]c1)N(Cc1cccs1)C1(C(=O)NC2CCCC2)CCCCC1,11.6%,9.3%,-6.2%,-12.3%,-3.2%,-5.5%,1.5%,0.6%
CC1Cc2ccccc2N1C(=O)CSc1nc2ccccc2o1 (stereo unspecified),6.0%,3.4%,-24.2%[46.1 µM],-7.2%,0.0%,-12.4%,-0.5%[38.3 µM],-0.7%
CCOC(=O)N1CCN(C(=O)c2cccn3c(=O)c4sccc4nc23)CC1,4.1%,?,4.0%[46.1 µM],i,0.9%,22.3%,-8.3%[38.3 µM],-0.2%
Cc1nc2sc3c(c2c(=O)o1)CC(C)(C)OC3,7.8%,-0.3%,-8.3%[46.1 µM],2.0%,4.4%,-5.4%,12.6%[38.3 µM],-1.0%
O=C(Nc1nnc(-c2cccnc2)o1)c1cccc(Cl)c1,-0.1%,?,0.7%,3.8%,-2.6%,-28.7%,-6.9%,-1.1%
COc1cccc(C(=O)N(Cc2ccccc2)Cc2cc3cc4c(cc3[nH]c2=O)OCCO4)c1,10.5%,?,-21.9%[46.1 µM],-6.8%,-1.1%,-8.5%,-8.3%[38.3 µM],-1.0%
CCN(CC)CC(C)(C)COC(=O)c1oc2ccccc2c1C,-0.7%,-4.6%,8.2%,-0.3%,0.1%,nt,nt,nt
O=C(O)C1C2C=CC(O2)C1C(=O)Nc1ccc2c(c1)OCCO2 (stereo unspecified),0.4%,-2.9%,5.3%[46.1 µM],1.6%,-0.5%,2.4%,-4.8%[38.3 µM],-3.8%
CC(=O)NC(Cc1cc(C)ccc1C)C(=O)N1CCN(C(=O)c2ccccc2Br)CC1 (stereo unspecified),7.6%,13.7%,-5.3%,-9.5%,3.8%,nt,4.5%,-0.7%
COC(=O)c1ccc(C2=NOC(C)(c3sc(-c4ccccc4)nc3C)C2)cc1 (stereo unspecified),0.2%,-15.9%,-12.4%,19.3%,-0.2%,nt,nt,nt
Cc1onc(-c2ccc(Cl)cc2)c1-c1ccnc(SCC(=O)Nc2ccc(C(C)C)cc2)n1,4.6%,2.9%,?,-15.8%,2.1%,nt,nt,nt

# Profiles as entered above. Order of values: RGS12 GoLoco inh	KDM4E inh	NPSR antagonist	RECQ1 helicase	Epigenetic derep	SMN2 splice enh	IMPase Li cell	KinaseGlo FLuc
# `CC(C)S(=O)(=O)c1ccc(C(=O)Nc2ccc(F)cc2F)cn1` in the list: -0.2%	5.6%	17.8%	i	1.3%	15.2%	9.4%	0.2%
# `Cc1cc(NC(=O)c2ccccc2Cl)c(C(C)C)cc1O` in the list: 5.2%	-6.4%	-11.9%[46.1 µM]	-3.6%	0.0%	-3.2%	6.5%[38.3 µM]	-3.9%

# Screens deposited in PubChem BioAssay by National Center for Advancing Translational Sciences (NCATS).
